Screens from PubChem BioAssay.
DAX1 inh-1: inhibitors of human orphan nuclear receptor DAX1 (NR0B1); AID 504766; P51843; inhibition, % at 6.75 µM; HEK293 Gal4-DAX1 luciferase reporter, luminescence; 0.99% of 340,000 active;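 active means inhibition above the mean over all tested compounds plus 3 SD, cut at about 4.2% in these data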;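 further: 0% = DAX1-transfected cells with DMSO and 100% = empty-vector control cells with DMSO; inhibition shows as a rise in luminescence from relieved DAX1 repression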
Target sequence (P51843 207-470 limits assumed): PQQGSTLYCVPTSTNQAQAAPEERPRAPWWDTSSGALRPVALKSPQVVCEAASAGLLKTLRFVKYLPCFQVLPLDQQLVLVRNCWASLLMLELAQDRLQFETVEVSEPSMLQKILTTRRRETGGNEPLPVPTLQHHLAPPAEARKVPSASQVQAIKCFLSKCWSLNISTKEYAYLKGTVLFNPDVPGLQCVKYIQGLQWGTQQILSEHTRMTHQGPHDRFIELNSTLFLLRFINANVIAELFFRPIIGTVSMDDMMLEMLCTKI
hgDAF12 agonist: agonists of H. glycines DAF-12 nuclear receptor; activation, % at 6.8 µM; AID 687014; HEK293 GAL4-hgDAF12 UAS-luciferase reporter, agonist luminescence; normalized to butyrate control; 1.8% of 370,000 active;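 active means activation above a cutoff set at the mean of all screened compounds plus 3 SD, cut at about 10% in these data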;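 further: 0% = DMSO wells and 100% = sodium butyrate wells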
MBD2 inh: inhibitors of human MBD2 binding to methylated oligonucleotide. 0.31% of 370,000 active. Q9UBB5. inhibition, % at 4.4 µM. AID 686964. TR-FRET; in the data active means inhibition above about 13%
Target sequence (Q9UBB5 whole entry, looked up): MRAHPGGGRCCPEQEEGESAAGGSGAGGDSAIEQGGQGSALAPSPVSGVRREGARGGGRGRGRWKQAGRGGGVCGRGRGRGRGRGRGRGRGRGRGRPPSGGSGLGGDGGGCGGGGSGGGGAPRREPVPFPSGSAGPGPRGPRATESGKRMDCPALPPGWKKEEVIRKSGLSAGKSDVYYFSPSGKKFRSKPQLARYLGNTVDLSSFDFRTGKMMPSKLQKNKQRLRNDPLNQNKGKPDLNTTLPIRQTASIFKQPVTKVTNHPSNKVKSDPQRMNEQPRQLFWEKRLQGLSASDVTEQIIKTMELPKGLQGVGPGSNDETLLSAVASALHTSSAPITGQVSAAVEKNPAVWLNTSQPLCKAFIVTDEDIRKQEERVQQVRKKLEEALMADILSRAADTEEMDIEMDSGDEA
DAX1 inh-2: blocks DAX1 repression of SF-1 activated StAR promoter. HEK293T StAR-luciferase reporter, SF-1/DAX-1 repression relief. inhibition, % at 6.8 µM. 1.1% of 370,000 active. AID 652010;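 active means inhibition above the mean over all tested compounds plus 3 SD, cut at about 3.6% in these data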;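 further: 0% = DAX-1 cells with DMSO and 100% = cells lacking DAX-1 with DMSO; higher inhibition means more luminescence from relief of DAX-1 repression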
ssDAF-12 act: activates DAF-12 receptor from parasite S. stercoralis | HEK293 ssDAF-12/GRIP1 lit1-tk-luc reporter, luminescence; % of 3 µM dafachronic acid response | activation, % at 6.8 µM | 1% of 370,000 active;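 active means activation above the mean over all tested compounds plus 3 SD, cut at about 0.9% in these data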;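 further: 0% = DMSO-only wells and 100% = 3 µM delta7-dafachronic acid wells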
SMARCA2 activ: SMARCA2 function activation, primary screen. MG213 cells, MMTV-luciferase reporter, dexamethasone, overnight. activation, % at 9.1 µM. 1% of 370,000 active. AID 652017; in the data active means activation above about 7.8%;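 further: 0% = vehicle wells and 100% = reference activator wells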
ADAM17 inh: inhibits human ADAM17; P78536; recombinant ADAM17, EDANS/DABCYL FRET peptide cleavage; inhibition, % at 6.95 µM; 0.83% of 370,000 active; AID 720648;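 active means inhibition above the mean of compounds lying between control limits plus 3 SD, set per campaign, cut at about 8.5% in these data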;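 further: 0% = DMSO-only wells as the low control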
NR1D1 modulator: modulates human Rev-erb alpha binding to DNA | Rev-erbα–FITC-DNA binding, fluorescence polarization, 90 min | activity, % at 10 µM | 0.79% of 370,000 active;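 active means activity above about 14%, limit read from the data; passing the limit was not always enough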;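 further: 0% = DMSO wells with 35 nM protein and 100% = DMSO wells with 750 nM protein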
PLC-gamma1 inh: PLC-gamma1 (human) inhibition, primary screen. P19174. purified PLC-gamma1, fluorogenic substrate, fluorescence. inhibition, % at 12.2 µM. 0.84% of 370,000 active. AID 720700; in the data active means inhibition above about 9.5%
hcDAF12 agonist: activators of H. contortus DAF-12 nuclear receptor; HEK293 hcDAF-12 lit1-tk-luc reporter, luminescence; 0% DMSO, 100% Δ7-dafachronic acid; activation, % at 6.8 µM; 1.4% of 370,000 active; AID 652067;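 active means activation above the mean of all tested compounds plus 3 SD, cut at about 5.5% in these data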;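 further: 100% = response to 3 µM Δ7-dafachronic acid high control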
PLCb3 inh: inhibitors of human phospholipase C beta3. Purified PLC-beta3, fluorogenic substrate, fluorescence. inhibition, % at 12.2 µM. 0.18% of 370,000 active; in the data active means inhibition above about 11%;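 further: 0% = median of compound wells on plate and 100% = full blocker control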
* = called active by the depositor; · = not tested or not shown; & = joins results of further samples.

structure	DAX1 inh-1	hgDAF12 agonist	MBD2 inh	DAX1 inh-2	ssDAF-12 act	SMARCA2 activ	ADAM17 inh	NR1D1 modulator	PLC-gamma1 inh	hcDAF12 agonist	PLCb3 inh
COCC(=O)NC1CCN(C(=O)NCc2ccccc2)CC1	-0.9	-2.1	-3	0.3	-1.1	-1	-4	3	-5	-1.1	2
CCCc1ncc(C(O)c2ccc(OC)cc2)n1C (stereo not given)	-0.8	-0.4	-4	-0.2	-0.9	-1	-2	3	0	-1.2	2
O=C(CN1CCCCC1)NNc1nc(-c2ccccc2)c2cc(Cl)ccc2n1	2.2	0.3	0	0.4	-1.7	-4	2	-6	-2	0.0	-2
Cc1ccc(S(=O)(=O)N(C)c2nonc2C)cc1	0.0	2.8	-4	-1.1	-1.8	-2	-4	1	1	-0.3	0
Cc1nc(NC(=O)CCl)sc1C(=O)N(C)C	-0.6	-4.5	2	-2.1	-1.6	1	-4	3	-2	1.1	-9
CCCN(C(=O)Cn1ncc2c([nH]c3ccccc32)c1=O)c1ccccc1C	0.3	-1.0	-3	-0.4	-1.7	-1	-5	0	0	-1.3	-7
CC(=O)c1sc(NC(=O)CCS(=O)(=O)c2ccc(C)cc2)nc1C	-0.6	0.4	-2	-0.5	-0.8	-1	-4	7	5	-1.1	-7
O=C(CNC(=O)c1ccccc1)OC1CCCCC1	1.6	16*	1	2.6	-0.6	6	-1	-3	0	3.2	-3
CC(C)C[C@@H]1Cc2[nH][nH]c(=O)c2[C@H](CCc2ccccc2)O1	·	-0.5	-1	0.3	-1.0	-3	0	-3	-6	-0.2	-9
Cc1ccc2nc(-c3cccc(Br)c3)c(Cc3ccccc3)n2c1	·	8.8	6	4.2*	1.9*	10*	-7	-9	-13	8.1*	-20
Cc1ccc(S(=O)(=O)N2C(=O)CCC2C(=O)N2CCN(C)CC2)cc1 (stereo not given)	0.9	3.0	-3	0.7	0.3	-5	4	4	7	-0.8	11
O=C(CS(=O)c1ccc(F)cc1)Nc1ccccc1Cl (stereo not given)	-0.1	3.5	-2	-0.3	-0.5	-1	-2	-3	10.0*	-3.4	2

Later entries.
structure	DAX1 inh-1	hgDAF12 agonist	MBD2 inh	DAX1 inh-2	ssDAF-12 act	SMARCA2 activ	ADAM17 inh	NR1D1 modulator	PLC-gamma1 inh	hcDAF12 agonist	PLCb3 inh
Cc1ccc(S(=O)(=O)SCCCSS(=O)(=O)c2ccc(C)cc2)cc1	-0.9	-1.9	0	-0.8	-0.8	2	-3	-4	1	-0.6	1
NC1=NN(c2cccc(C(=O)O)c2)C(=O)C1	-0.1	0.9	-11	-0.6	0.3	-2	-2	-3	19*	0.1	6
COc1cc(C(O)P(=O)(OCC(C)C)c2ccc(N(C)C)cc2)cc(OC)c1OC (stereo not given)	0.7	-0.2	1	0.2	-1.5	0	-4	-6	-1	-1.0	-3
CC(C)COc1ccc(C(=O)N/C(=C/c2cccc([N+](=O)[O-])c2)C(=O)O)cc1	0.5	2.5	-6	0.3	-1.3	-2	-1	-2	-2	0.7	-8
C#CCOCCOCCOCCNc1nc(N2CCOCC2)nc(N2CCN(C(=O)[C@H](CCC(=O)O)n3cc(C(N)CC(C)C)nn3)CC2)n1 (stereo not given in full)	·	6.7	11	·	-0.3	·	-7	-2	5	2.0	-2
COc1cc(S(=O)(=O)N2CCOCC2)ccc1NC(=O)COC(=O)CC12CC3CC(CC(C3)C1)C2	0.8	-1.2	0	-0.5	-1.3	0	8	4	0	-1.6	1
COC(=O)CS(=O)(=O)c1ccc(C)cc1	-1.7	-1.0	-2	0.1	-1.4	0	-2	-4	2	-1.1	1
COc1ccccc1N(CC(=O)Nc1ccc(C)cc1Cl)S(=O)(=O)c1cccs1	2.7	-3.1	-2	-1.2	-1.2	-6	4	9	1	-2.6	-3
Cc1cc(C)nc(N/N=C/c2c[nH]c3ccccc23)n1	0.6	0.3	2	0.0	0.7	-3	-3	-2	-1	4.5	0
O=C(NNC(=O)c1cc2ccccc2o1)c1ccc(F)cc1	0.6	0.3	-7	2.6	-0.3	3	-3	-1	-3	1.8	-2
CC(=O)N1CCC(N(CCN2CCOCC2)C(=S)Nc2c(C)cccc2C)CC1	-0.7	-0.6	7	0.2	-0.7	-4	-2	0	2	-0.3	-16
O=[N+]([O-])c1ccccc1S(=O)(=O)NC1CCCCCCC1	-0.9	-2.4	5	-0.6	-2.3	-1	0	1	1	-2.7	-5

An excerpt from above in order of molecular weight, lowest first.
structure	DAX1 inh-1	hgDAF12 agonist	MBD2 inh	DAX1 inh-2	ssDAF-12 act	SMARCA2 activ	ADAM17 inh	NR1D1 modulator	PLC-gamma1 inh	hcDAF12 agonist	PLCb3 inh
CCCc1ncc(C(O)c2ccc(OC)cc2)n1C (stereo not given)	-0.8	-0.4	-4	-0.2	-0.9	-1	-2	3	0	-1.2	2
O=C(NNC(=O)c1cc2ccccc2o1)c1ccc(F)cc1	0.6	0.3	-7	2.6	-0.3	3	-3	-1	-3	1.8	-2
O=C(CS(=O)c1ccc(F)cc1)Nc1ccccc1Cl (stereo not given)	-0.1	3.5	-2	-0.3	-0.5	-1	-2	-3	10.0*	-3.4	2

Other records
structure	DAX1 inh-1	hgDAF12 agonist	MBD2 inh	DAX1 inh-2	ssDAF-12 act	SMARCA2 activ	ADAM17 inh	NR1D1 modulator	PLC-gamma1 inh	hcDAF12 agonist	PLCb3 inh
O=C(COc1cccc2c1CCN(Cc1ccccc1F)C2=O)N1CCCCC1	-1.3	-2.1	4	-1.2	-2.3	-1	-4	-6	0	-0.3	-7
CC1CCN(CC(O)COC2CC(C)CCC2C(C)C)CC1 (stereo not given)	2.1	0.5	-4	-0.1	-1.1	-3	0	4	0	-1.1	3
COc1ccc(/C(C)=N/Nc2nc3ccccc3nc2C)cc1OC	5.1*	9.0	5	1.5	-0.2	3	-14	0	-17	8.4*	-26
O=C(Nc1ccc2c(c1)CCC2)C1CCCO1 (stereo not given)	1.3	6.9	-5	0.4	-1.0	4	-2	-1	-2	0.8	4
COc1ccc(C)cc1N(CC(=O)NCCSCc1cccc(Cl)c1)S(C)(=O)=O	0.1	-1.2	2	-0.2	-1.4	-2	-1	6	-3	-2.4	-6
Cn1nc(-c2ccccc2)c(CSc2cccc(Cl)c2)c1Cl	-0.6	-1.1	0	-1.0	-1.3	1	-3	5	4	-1.8	3
Cc1cc(C(F)(F)F)n(-c2ccc(N)cc2)n1	-0.1	0.2	0	-0.1	-1.6	-3	-5	4	-2	0.2	-5
C=CCn1c(O)c(N=Nc2ccccc2O)c2ccccc21	-1.4	-0.3	-7	0.4	-0.8	2	-2	3	-7	2.8	-13
Cc1onc(-c2c(Cl)cccc2Cl)c1NC(=O)N1CCSCC1	4.2*	11*	1	3.5	1.8*	7	-119	-2	-26	8.0*	-46
O=C1OC(/C(=C\NCc2ccccc2)[N+](=O)[O-])c2ccccc21 (stereo not given)	·	-2.0	-3	-0.2	-0.7	-1	1	-3	5	-1.2	2
Oc1ccc2c(ccc3[nH]cnc32)c1	-0.1	2.8	-1	0.2	-1.5	3	-1	-8	1	-0.2	-3
CCCNC(=O)C1(CC2CC(c3ccccc3)=NO2)CCN(C(=O)c2cc(OCC)c(OCC)c(OCC)c2)CC1 (stereo not given)	0.2	-2.9	0	0.0	-1.7	-1	3	-5	4	-2.1	3

More structures
structure	DAX1 inh-1	hgDAF12 agonist	MBD2 inh	DAX1 inh-2	ssDAF-12 act	SMARCA2 activ	ADAM17 inh	NR1D1 modulator	PLC-gamma1 inh	hcDAF12 agonist	PLCb3 inh
CN(C)c1ncccc1-c1nc2ccccc2s1	-0.6	1.7	2	-0.1	-1.1	1	-124	4	-287	-2.3	-351
COc1ccc(/C=N/OCC(=O)Nc2nc3ccccc3s2)cc1OC	0.3	-2.7	-4	0.1	-1.7	-2	-2	-3	0	-0.1	-1
CN(Cc1ccccc1)C(=O)COC(=O)CNS(=O)(=O)c1ccc2ccccc2c1	0.4	3.5	0	0.3	-0.6	-1	-2	0	-5	-0.2	-12
COC(=O)C1=CN(c2ccc(F)cc2)C(N)=C(C#N)C1c1cccc(OC)c1OC (stereo not given)	·	1.7	-1	2.5	-1.6	-3	-5	3	-6	-1.9	-7
COc1ccc(-c2cc3c(=O)n(CC(=O)NCCCN4CCC(N5CCCCC5)CC4)ncn3n2)cc1	1.6	9.7	4	-14	0.2	5	-26	1	-54	4.4	-95
CCCc1c(C(=O)N/N=C(\C)c2ccc3c(c2)OCO3)nnn1-c1nonc1N	-0.4	0.2	2	-0.1	-1.3	-2	-6	3	1	0.6	-2
CN1CCN(C(=O)CN2C(=O)NC(C)(c3ccc4ccccc4c3)C2=O)CC1 (stereo not given)	1.0	3.3	4	0.0	-1.2	-2	0	0	3	-1.8	-6
O=C(Nc1cccc(F)c1)C1CCN(C(=O)c2ccc(Br)cc2)CC1	-0.8	0.3	4	-1.0	-1.7	-2	-2	2	-2	-2.8	0
COC(=O)c1cc(OC)c(OC)cc1NC(=O)C1CCCO1 (stereo not given)	-0.5	-0.1	-2	0.0	-1.7	8	-11	-4	-1	-2.6	-5
Nc1nnc(SCC(=O)Nc2cc(S(=O)(=O)N3CCOCC3)ccc2N2CCCC2)s1	1.3	0.2	-5	0.4	-1.0	0	-3	9	-7	0.3	-7
CS(=O)(=O)c1ccccc1C(=O)Nc1cccc(-c2nc3ccccc3o2)c1	-0.5	0.2	-2	-0.1	-1.7	-1	3	3	3	-3.4	-2
COc1ccc(/C(C)=N\Nc2nc(-c3ccc(Cl)cc3)cc(C(F)(F)F)n2)cc1OC	1.9	-0.9	1	-0.4	0.7	3	-1	-6	-7	-2.0	-5

Next part
structure	DAX1 inh-1	hgDAF12 agonist	MBD2 inh	DAX1 inh-2	ssDAF-12 act	SMARCA2 activ	ADAM17 inh	NR1D1 modulator	PLC-gamma1 inh	hcDAF12 agonist	PLCb3 inh
CN(C[C@H](c1ccccc1)N(C[C@H](Cc1ccccc1)N(CCc1ccccc1)N=O)N=O)N=O	0.9	1.6	2	-0.7	-1.7	0	3	1	1	-1.8	0
Cc1cc(C(=O)N/N=C/c2ccc(C)s2)n[nH]1	0.0	3.7	0	0.4	-0.3	8	-1	1	3	-0.4	1
C=CCNC(=S)Nc1c(C(=O)OC)[nH]c2cc(OC)ccc12	1.1	7.3	2	0.8	0.6	4	-5	3	-14	9.7*	-32
CCOC(=O)C1=C(C)NC(C)=C(C(=O)OC)C1c1cccc([N+](=O)[O-])c1 (stereo not given)	0.9	-0.3	-2	0.7	-1.1	-1	3	-1&-5	4	-2.9	5
Cc1sc2nc(COC(=O)CNC(=O)c3cc(F)ccc3F)[nH]c(=O)c2c1C	·	-0.1	-1	-0.9	0.8	-3	0	-8	0	0.8	3
O=C(CN1CCCCCCC1)N/N=C/c1ccc([N+](=O)[O-])o1	-2.8	-2.9	-2	-0.7	-1.1	-2	0	2	0	0.2	-9
COc1ccc2nc(NCCCO)[nH]c2c1	-0.1	-2.5	-5	0.1	-0.9	0	-4	4	2	-0.6	1
Cc1ccccc1CSc1nnc([C@@H]2CCCN2)o1	0.9	1.3	2	-0.6	-0.7	-2	-3	2	2	-1.1	-3
Cc1cccc(N2CCN(S(=O)(=O)c3ccc(Cl)nc3)CC2C)c1 (stereo not given)	1.8	-3.1	4	-0.6	-0.5	-2	-5	4	-2	-0.8	1
O=C(NCC(O)c1ccc([N+](=O)[O-])cc1)C1CCCCC1 (stereo not given)	1.3	0.2	-1	0.4	-0.9	-5	-1	0	4	-0.5	0
Cc1c(OC(C)C(=O)NCCCN2CCOCC2)ccc2c3c(c(=O)oc12)CCC3 (stereo not given)	0.8	-0.8	3	-0.2	-1.0	-2	-32	-1	-17	-2.8	-35
